Source: PubChem (National Center for Advancing Translational Sciences (NCATS))
Pol eta inh: DNA polymerase eta (human) inhibition | recombinant Pol eta, fluorescent DNA replication assay | Potency, µM (titrated, usually from 114 µM), inactives show at the highest dose activity change, negative = inhibition, hits mostly inhibitors | 390,000 compounds, 1.2% hits; further: on the % scale 0 is the no-effect control and ±100 the full control effect
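Pol eta (10 nM) was preincubated with compounds for 15 min at room temperature, after which fluorescent replication substrate (50 nM final) was added to start the reaction. Fluorescence was read kinetically at 0 and 10 min.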
Anesthetic bind: binds horse apoferritin like a general anesthetic. apoferritin/1-aminoanthracene competitive binding, fluorescence. Potency, µM (top dose mostly 77.5 µM), for inactives: at the highest dose activity change, negative = displacement, actives largely listed as inhibitors. 350,000 compounds, 0.074% hits. AID 485281; further: on the % scale 0 is the no-effect control and ±100 the full control effect; nearly all actives have a fitted effect of over 20% in size
Target sequence (P02791 2-175 limits assumed): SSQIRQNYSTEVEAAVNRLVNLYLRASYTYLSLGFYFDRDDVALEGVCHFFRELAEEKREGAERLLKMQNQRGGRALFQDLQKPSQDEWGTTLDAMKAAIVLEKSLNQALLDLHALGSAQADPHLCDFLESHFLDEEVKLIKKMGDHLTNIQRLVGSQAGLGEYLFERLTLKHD
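Horse-spleen apoferritin (10 uM) was mixed with 50% saturated 1-aminoanthracene in PBS, exposed to compounds for 10 min at room temperature, and read for fluorescence (ex 380 nm, em 535 nm). Competitive displacement was fitted with a four-parameter Hill equation.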
Pol kappa inh: inhibitors of human DNA polymerase kappa; Q9UBT6; purified Pol kappa, fluorescent DNA synthesis assay, 10 min; Potency, µM (series often up to 107 µM), inactives show top-dose activity, negative = inhibition, hits mostly inhibitors; 400,000 compounds, 0.53% hits; AID 588579; further: on the % scale 0 is the no-effect control and ±100 the full control effect
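10 nM Pol kappa preincubated 15 min at room temperature with compounds, then reaction started with substrate at 50 nM final. Fluorescence read kinetically at 0 and 10 min; buffer-only wells served as negative control.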
POLB inh: inhibitors of human DNA polymerase beta; P06746; Pol beta primer extension/strand displacement, fluorescence kinetic; Potency, µM (highest dose often 114 µM), without a hit: at the highest dose activity change, negative = inhibition, actives largely listed as inhibitors; 340,000 compounds, 1.3% hits; further: on the % scale 0 is the no-effect control and ±100 the full control effect
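Enzyme-only controls used 10 nM Pol beta; buffer lacking enzyme served as negative control. Compound preincubated 15 min, then 50 nM substrate added; 0 and 10 min reads at room temperature.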
G9a inh: G9a (human) methyltransferase inhibition | Q96KQ7 | G9a H3K9 monomethylation, AlphaScreen, 2 h | Potency, µM (doses to about 102 µM), inactives show at the top dose activity, negative = inhibition, most hits filed as inhibitors | 350,000 compounds, 8.8% hits; further: on the % scale 0 is the no-effect control and ±100 the full control effect; nearly all actives have a fitted effect of over 75% in size
Target sequence (Q96KQ7 913-1193 limits assumed): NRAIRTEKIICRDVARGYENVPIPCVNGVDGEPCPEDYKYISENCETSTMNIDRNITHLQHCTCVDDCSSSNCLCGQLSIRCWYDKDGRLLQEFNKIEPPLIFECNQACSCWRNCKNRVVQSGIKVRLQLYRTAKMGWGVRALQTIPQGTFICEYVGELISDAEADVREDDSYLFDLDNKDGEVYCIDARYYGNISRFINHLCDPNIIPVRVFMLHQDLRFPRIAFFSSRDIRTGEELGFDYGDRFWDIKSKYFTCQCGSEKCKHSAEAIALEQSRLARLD
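Chemiluminescent proximity detection of H3K9 monomethylation, read after 10 min bead incubation in the dark. Reaction: 20 nM G9a, 500 nM biotin-H3K9 peptide, 20 uM SAM cofactor, 2 h, room temperature, following 15 min enzyme-compound preincubation.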
APE1 inh: blocks human APE1 abasic DNA cleavage. 350,000 compounds, 0.35% hits. Potency, µM (top dose mostly 65.8 µM), inactives show at the top dose activity change, negative = inhibition, most hits filed as inhibitors. recombinant APE1, TAMRA/BHQ-2 abasic DNA cleavage fluorescence. AID 2517. P27695;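 further: plate controls were vehicle for no effect and reference inhibitor for full effect; nearly all actives have a fitted effect of over 55% in size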
Target sequence (P27695 whole entry, looked up): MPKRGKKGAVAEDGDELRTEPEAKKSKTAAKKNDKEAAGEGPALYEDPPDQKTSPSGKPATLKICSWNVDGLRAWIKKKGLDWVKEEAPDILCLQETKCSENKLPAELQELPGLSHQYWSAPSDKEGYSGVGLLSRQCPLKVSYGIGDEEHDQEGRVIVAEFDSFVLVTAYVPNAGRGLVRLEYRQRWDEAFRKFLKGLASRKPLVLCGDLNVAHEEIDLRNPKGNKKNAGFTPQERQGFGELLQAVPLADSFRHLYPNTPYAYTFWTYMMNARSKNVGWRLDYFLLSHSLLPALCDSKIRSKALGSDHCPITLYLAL
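Endonuclease cleavage of a quenched abasic-site DNA duplex (50 nM) by APE1 (0.75 nM) was tracked by TAMRA dequenching. Compounds were preincubated with enzyme 15 min at room temperature; data normalized to buffer-only and DMSO wells plus NSC13755 control.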
BAZ2B inh: BAZ2B (human) inhibition; Q9UIF8; AlphaScreen BAZ2B-H3K14Ac peptide displacement; Potency, µM (doses to about 114 µM), without a hit: at the top dose activity change, negative = inhibition, hits mostly inhibitors; 360,000 compounds, 4.4% hits; AID 504333; further: on the % scale 0 is the no-effect control and ±100 the full control effect; nearly all actives have a fitted effect of over 60% in size
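In this displacement format the biotinylated H3(5-23) peptide acetylated at Lys14 serves as ligand at 50 nM, with BAZ2B at 50 nM in PBS pH 7.4 containing 0.01% Tween-20. Donor and acceptor beads are 10 ug/mL final.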
BLM inh: blocks DNA unwinding by human BLM helicase; Potency, µM (highest dose often 56.1 µM), without a hit: at the top dose activity change, negative = inhibition, usual class: inhibitors; recombinant BLM DNA unwinding, fluorescence dequenching; 350,000 compounds, 0.2% hits;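 further: plate controls were vehicle for no effect and no enzyme for full effect; nearly all actives have a fitted effect of over 35% in size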
Pol iota inh: inhibitors of human DNA polymerase iota; Q9UNA4; Pol iota fluorescent replication assay, 10 min; Potency, µM (series often up to 115 µM), for inactives: at the highest dose activity, negative = inhibition, hits mostly inhibitors; 390,000 compounds, 1% hits; AID 588590
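Fluorescent replication assay read twice, at 0 min and 10 min after adding 50 nM (final) substrate. Enzyme (10 nM) and compounds were first incubated 15 min at room temperature; enzyme-free buffer wells were negative controls.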
* hit, by the source's call; ? = inconclusive; / = no result given; [ ] = dose if it differs, or a comment. The call rests on the fitted dose curve; in most records, active means well fitted curve in the direction sought with a large enough effect; inconclusive means small, poorly fitted or top-dose-only effect, or another doubt; inactive means no such curve, though single readings can be large; an effect the other way counts as inactive or inconclusive. Potency means the concentration at half of the fitted maximal effect.

(1) COCCNC(=O)C(c1ccc(C)cc1)N(C(=O)C(=O)NC1CCCC1)c1ccc2c(c1)OCCO2 (centres undefined)
(2) COc1cccc(Nc2ncc3nc(-c4cn(C)c5ccccc45)c(=O)n(CCC#N)c3n2)c1
(3) O=C(NCc1ccncc1)Nc1ccc(F)cc1
(4) Nc1nc(CN2CCN(C(=O)c3ccco3)CC2)nc(Nc2cccc(Cl)c2)n1
(5) Cc1ccc(C(=O)c2cn(CC(=O)Nc3ccc(C(C)C)cc3)c3nc(C)ccc3c2=O)cc1

Assay by compound,1,2,3,4,5
Pol iota inh,37%,/,8%,105%[activator],0%
G9a inh,-1%[0.501 µM],4%[0.501 µM],29%[12.7 µM],3%,-7%[59 µM]
Pol eta inh,-11%,/,-9%,-13%,-21%
BLM inh,2%,-15%,1%,4%,-13%
POLB inh,20%,/,7%,?,-3%
Anesthetic bind,-5%,/,6%,-5%,-10%
APE1 inh,1%,15%,8%,-2%,/
Pol kappa inh,13%,-5%[60.1 µM],-13%,7%,-5%
BAZ2B inh,10%,/,-1%,?,4%[57.1 µM]

(6) N#C/C(=C(/O)COC(=O)c1ccc(C#N)cc1)c1nc2ccccc2s1
(7) COc1ccc(NC2=C(C(C)=O)C(c3ccc(N(C)C)cc3)C(C(C)=O)C(C)(O)C2)cc1 (centres undefined)
(8) COc1ccc(/C=N/NC(=O)CNc2c(Br)cc(C)cc2Br)c(C(=O)O)c1OC
(9) O=C(Nc1c(Cl)ccc2nsnc12)c1ccco1
(10) Cc1ccccc1NS(=O)(=O)c1ccc2[nH]cc(C(=O)NCCCN3CCOCC3)c(=O)c2c1

Assay by compound,6,7,8,9,10
Pol iota inh,?,-18%,89%[activator],3%,11%
G9a inh,?,20µM*,?,0%,/
Pol eta inh,2%,-2%,-16%,3%,-5%
BLM inh,-21%,-18%,-10%,-6%,-8%
POLB inh,7%,10%,1%,4%,26%
Anesthetic bind,7%,-7%,-16%,-19%,-15%
APE1 inh,-1%,2%,21%,7%,-7%
Pol kappa inh,-37%,15%,-1%,-8%,-17%
BAZ2B inh,?,-3%,-23%,-3%,-1%

(11) CCOC(=O)N1CCN(Cc2c(NC(=O)c3ccco3)sc(C)c2C)CC1
(12) Cc1ccc(S(=O)(=O)N2CCCCC2)cc1NC(=O)CSc1nc(N)cc(=O)[nH]1
(13) O=C1CCCC2=C1Sc1ccc(Cl)cc1N2
(14) COc1ccc(-c2noc(CCC(=O)N3CCN(c4ccccc4C(F)(F)F)CC3)n2)cc1
(15) O=c1c2ccccc2[nH]c(=S)n1CCN1CCCC1

Assay by compound,11,12,13,14,15
Pol iota inh,79%[activator],17%,-17%,22%,14%
G9a inh,-3%[59 µM],/,4%[59 µM],/,18µM*
Pol eta inh,-17%,0%,0%,-17%,-4%
BLM inh,-7%,/,-4%,/,-7%
POLB inh,-21%,/,-26%,/,4%
Anesthetic bind,-5%,/,-4%,/,-5%
APE1 inh,-3%,12%,8%,-5%,-6%
Pol kappa inh,5%,-4%,-1%,-12%,-14%
BAZ2B inh,-14%,/,?,/,-13%

(16) Cc1n[nH]c(=O)c2c(NC(=O)COC(=O)c3ncc(Cl)c(Cl)c3Cl)oc(C)c12
(17) CCn1c(=O)c2c(nc3n2CCN3c2ccccc2)n(C)c1=O
(18) CC(OC(=O)Cc1c[nH]c2ccccc12)C(=O)c1ccccc1 (centres undefined)
(19) CS(=O)(=O)N1CCN(c2nc3ccccc3s2)CC1
(20) O=C(CCOc1ccccc1)NNC(=O)c1ccccc1

Assay by compound,16,17,18,19,20
Pol iota inh,56%[activator],142%[activator],-4%,-7%,-5%
G9a inh,6%[0.501 µM],-6%,-10%[12.7 µM],11%[59 µM],/
Pol eta inh,-14%,2%,-22%,1%,-3%
BLM inh,/,2%,/,0%,/
POLB inh,/,-5%,/,-11%,/
Anesthetic bind,/,-1%,/,-9%,/
APE1 inh,25%,-1%,-7%,6%,23%
Pol kappa inh,-6%,5%,-8%,-33%,-2%
BAZ2B inh,-1%,/,-10%,-4%,/

(21) O=C(O)c1ccc(N2C(=O)CSC2c2cccc([N+](=O)[O-])c2)cc1 (centres undefined)
(22) O=C(CCNC(=O)c1ccc(Br)cc1)NCCCN1CCOCC1
(23) COCCNc1nc(-c2ccoc2)nc2ccccc12
(24) Cc1ccc(S(=O)(=O)NCC(C)NS(=O)(=O)c2ccc(C)cc2)cc1 (centres undefined)

Assay by compound,21,22,23,24
Pol iota inh,15%,-10%,/,4%
G9a inh,-28%,-1%[59 µM],-2%[0.501 µM],?
Pol eta inh,-15%,8%,/,-10%
BLM inh,-2%,/,-8%,-6%
POLB inh,8%,/,/,13%
Anesthetic bind,-6%,/,/,-12%
APE1 inh,0%,10%,16%,11%
Pol kappa inh,-15%,-2%,1%[60.1 µM],1%
BAZ2B inh,-9%,-5%,/,?

Entries from the list above that contain sulfur:
(6) N#C/C(=C(/O)COC(=O)c1ccc(C#N)cc1)c1nc2ccccc2s1
(9) O=C(Nc1c(Cl)ccc2nsnc12)c1ccco1
(10) Cc1ccccc1NS(=O)(=O)c1ccc2[nH]cc(C(=O)NCCCN3CCOCC3)c(=O)c2c1
(11) CCOC(=O)N1CCN(Cc2c(NC(=O)c3ccco3)sc(C)c2C)CC1
(12) Cc1ccc(S(=O)(=O)N2CCCCC2)cc1NC(=O)CSc1nc(N)cc(=O)[nH]1
(13) O=C1CCCC2=C1Sc1ccc(Cl)cc1N2
(15) O=c1c2ccccc2[nH]c(=S)n1CCN1CCCC1

Assay by compound,6,9,10,11,12,13,15
Pol iota inh,?,3%,11%,79%[activator],17%,-17%,14%
G9a inh,?,0%,/,-3%[59 µM],/,4%[59 µM],18µM*
Pol eta inh,2%,3%,-5%,-17%,0%,0%,-4%
BLM inh,-21%,-6%,-8%,-7%,/,-4%,-7%
POLB inh,7%,4%,26%,-21%,/,-26%,4%
Anesthetic bind,7%,-19%,-15%,-5%,/,-4%,-5%
APE1 inh,-1%,7%,-7%,-3%,12%,8%,-6%
Pol kappa inh,-37%,-8%,-17%,5%,-4%,-1%,-14%
BAZ2B inh,?,-3%,-1%,-14%,/,?,-13%

(19) CS(=O)(=O)N1CCN(c2nc3ccccc3s2)CC1
(21) O=C(O)c1ccc(N2C(=O)CSC2c2cccc([N+](=O)[O-])c2)cc1 (centres undefined)
(24) Cc1ccc(S(=O)(=O)NCC(C)NS(=O)(=O)c2ccc(C)cc2)cc1 (centres undefined)

Assay by compound,19,21,24
Pol iota inh,-7%,15%,4%
G9a inh,11%[59 µM],-28%,?
Pol eta inh,1%,-15%,-10%
BLM inh,0%,-2%,-6%
POLB inh,-11%,8%,13%
Anesthetic bind,-9%,-6%,-12%
APE1 inh,6%,0%,11%
Pol kappa inh,-33%,-15%,1%
BAZ2B inh,-4%,-9%,?

A portion of the library. The share of hits here may be higher or lower than overall.
